# PERK inhibitor: block of dimerizer-induced PERK translation repression, primary screen, PERK inhibitor project, CHO PERK-DD cells, SEAP luminescence, HTS | Eukaryotic translation initiation factor 2-alpha kinase 3 (Homo sapiens), Q9NZJ5 | AID 1416, 2008 | hit rate 0.17% among 220,000 | inhibition, % at 5.6 µM | CHO PERK-DD fusion, SEAP luminescence translation reporter;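 active = inhibition above the mean inhibition of all tested compounds plus 3 SD, set separately per screening campaign, cut at about 2.9% in these data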;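 note: PERK kinase domain activated by AP20187 dimerizer at 100 nM; 0% = DMSO with dimerizer and 100% = rapamycin at 8.4 µM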
# BaF3 parental: parental Ba/F3 cell viability inhibition, counter-screen for JAK2V617F inhibitor project, murine pro-B, CellTiter-Glo luminescence | CellTiter-Glo ATP luminescence | inhibition, % at 5.6 µM | hit rate 1.1% among 220,000;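 active = inhibition above a per-campaign cutoff, the mean inhibition of all tested compounds plus 3 SD, cut at about 27% in these data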;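 note: 0% = DMSO wells and 100% = JAK Inhibitor I control wells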
# S1P4 agonist: S1P4 receptor agonists, primary screen, cell-based; Sphingosine 1-phosphate receptor 4 (Homo sapiens), O95977; S1P4-expressing cell line, agonist reporter assay; activation, % at 4.98 µM; hit rate 0.35% among 220,000; in the data active = activation above about 11%;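 note: 0% = DMSO vehicle and 100% = reference agonist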
# zfTRPN1 agonist: zebrafish TRPN1 channel agonists, primary screen, cell-based, HEK293, calcium fluorescence; hit rate 0.18% among 220,000; AID 1424, 2008; HEK293 zebrafish TRPN1-YFP, Fluo-8 calcium fluorescence; 100% = response to 87 µM carbachol; activation, % at 3 µM; transient receptor potential cation channel N1 (TRPN1/NompC), Danio rerio;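 active = activation above its plate's cutoff, the mean activation of test wells on that plate plus 3 SD, cut at about 19% in these data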;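 note: 0% = DMSO alone and 100% = 87 µM carbachol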
#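 System: zebrafish TRPN1-YFP in HEK293 cells / Dosing: 3 µM single point / Timing: dye loading 1 h at 37 °C, then 30 min room temperature / Signal: Fluo-8 calcium fluorescence, excitation 470-495 nm, emission 515-575 nm / Read-out basis: percent activation from peak over basal fluorescence ratio, control-normalized / Control set: high carbachol 87 µM, low DMSO alone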
# S1P4 antagonist: S1P4 receptor antagonists, primary screen, cell-based; AID 1510, 2009; inhibition, % at 4.98 µM; hit rate 0.26% among 220,000; Sphingosine 1-phosphate receptor 4 (Homo sapiens), O95977; S1P4-expressing cells, antagonist mode, reporter read-out; in the data active = inhibition above about 29%;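 note: 0% = wells stimulated with agonist and 100% = vehicle wells without agonist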
# m-calpain inh: inhibitors of pig calpain II, primary screen, biochemical, fluorogenic peptide substrate, 1536-well; purified calpain II, 30 min; inhibition, % at 16 µM; hit rate 0.37% among 220,000; AID 1236, 2008;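 active = inhibition above about 50%, limit read from the data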
# EP2 modulator: EP2 receptor modulators, cAMP readout, primary screen, cell-based, HTRF cAMP, PGE2 stimulation. induction, % at 25 µM. EP2-expressing cells, cAMP HTRF FRET, PGE2 co-stimulation. Prostaglandin E2 receptor EP2 subtype (Homo sapiens), P43116. hit rate 0.83% among 260,000;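 active = compounds whose cAMP rise, as percent of the full-agonist control response, exceeds 60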;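 note: rat C6 glioma line stably carrying human EP2 under a CMV promoter; the protocol text gives 20 µM as final concentration; 100% = response of wells given 1 µM PGE2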
# Target sequence (P43116 whole entry, looked up): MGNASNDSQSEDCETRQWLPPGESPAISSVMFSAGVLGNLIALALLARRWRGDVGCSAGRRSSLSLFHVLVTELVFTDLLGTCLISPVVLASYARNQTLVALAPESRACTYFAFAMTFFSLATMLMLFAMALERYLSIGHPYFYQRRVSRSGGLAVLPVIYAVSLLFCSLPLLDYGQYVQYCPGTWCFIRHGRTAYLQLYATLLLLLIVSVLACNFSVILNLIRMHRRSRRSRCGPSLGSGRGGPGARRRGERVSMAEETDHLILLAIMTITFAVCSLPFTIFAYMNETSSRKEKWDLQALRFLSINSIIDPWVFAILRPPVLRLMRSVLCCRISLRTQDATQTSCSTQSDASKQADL
# TRPML3 agonist: human TRPML3 channel agonists, primary screen, cell-based, HEK293 TRPML3-YFP, Fluo-8 calcium fluorescence, 3 µM; 100% = the carbachol control signal; activation, % at 3 µM; AID 1448, 2008; Mucolipin-3 (Homo sapiens), Q8TDD5; hit rate 0.29% among 220,000;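 active = activation above its plate's cutoff, the mean activation of the plate's test wells plus 3 SD, cut at about 12% in these data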;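 note: 0% = DMSO only wells and 100% = carbachol wells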
# Target sequence (Q8TDD5 whole entry, looked up): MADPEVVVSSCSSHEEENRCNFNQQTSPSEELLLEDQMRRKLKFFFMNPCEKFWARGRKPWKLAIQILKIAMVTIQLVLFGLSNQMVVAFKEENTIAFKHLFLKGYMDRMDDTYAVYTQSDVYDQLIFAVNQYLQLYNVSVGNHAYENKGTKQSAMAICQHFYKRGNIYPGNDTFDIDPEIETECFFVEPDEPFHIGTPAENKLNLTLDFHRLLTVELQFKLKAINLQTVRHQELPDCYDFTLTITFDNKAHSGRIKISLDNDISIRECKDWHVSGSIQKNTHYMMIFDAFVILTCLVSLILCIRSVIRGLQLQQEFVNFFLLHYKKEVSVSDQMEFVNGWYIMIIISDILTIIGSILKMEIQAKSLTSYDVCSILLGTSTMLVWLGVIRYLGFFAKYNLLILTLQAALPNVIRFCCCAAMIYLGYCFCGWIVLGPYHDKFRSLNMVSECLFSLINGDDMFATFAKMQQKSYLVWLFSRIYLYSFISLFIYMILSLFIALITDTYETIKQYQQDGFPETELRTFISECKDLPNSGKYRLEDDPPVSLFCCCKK
#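 Test system: HEK293 cells stably carrying human TRPML3-YFP; Doses: single dose, 3 µM final nominal compound, 0.3% DMSO final; Schedule: dye loading 1 h 37 °C then 30 min ambient, 125 s read; Technique: Fluo-8 calcium fluorescence; Benchmarks: high control carbachol 87 µM, low control DMSO.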
# Ba/F3 V617F tox: reduced viability of JAK2V617F-dependent Ba/F3 cells, primary screen, JAK2V617F inhibitor project, cell-based, Ba/F3 EpoR-JAK2V617F, luminescence. ATP luminescence. inhibition, % at 5.6 µM. hit rate 1.1% among 220,000;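 active = inhibition above the campaign mean plus 3 SD over all tested compounds, cut at about 24% in these data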;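 note: cytokine-independent growth of Ba/F3 cells driven by EpoR plus mutant JAK2; 0% = DMSO-treated cells and 100% = JAK inhibitor I control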
# * hit, by the source's call; i = inactive; & = joins results of further samples.
SMILES,PERK inhibitor,BaF3 parental,S1P4 agonist,zfTRPN1 agonist,S1P4 antagonist,m-calpain inh,EP2 modulator,TRPML3 agonist,Ba/F3 V617F tox
Cc1ccccc1CN1CCNC1=O,1.5,4,0.8,-0.3,-14,-15,7,-0.1,0
CCc1ccccc1OCCCOc1ccc(OC)cc1,1.2,1,2.6,-3.3,8,8,53,-0.1,1
Cc1cc(-c2ccn[nH]2)c(C)s1,2.8,11,0.3,0.4,-7,-2,12,0.7,0
COc1ccc(-n2c(O)c(/C=N/NS(=O)(=O)c3ccc(C)cc3)c3ccccc3c2=O)cc1OC,0.2,3,1.6,-0.8,-1,-49,12,0.6,0
COCCN(C(=O)Cc1cccs1)c1nnc(-c2cccnc2)s1,0.1,9,0.9,2.5,-2,-18,-13,-0.1,3
CCN(CC)S(=O)(=O)c1ccc(S(=O)(=O)Nc2ccc3c(c2)oc2ccccc23)cc1,0.0,4,-2.1,-0.5,-1,-35,-5,0.7,-2
CCC(=O)Oc1oc(-c2ccccc2)nc1C=Nc1ccccc1OC,1.3,3,2.6,-0.1,-5,-14,28,-0.4,-4
c1ccc(CCCNc2ncccn2)cc1,1.1,5,2.2,-0.6,-7,-22,-14,1.1,-2
O=[N+]([O-])c1cccc(/C=N/Nc2nnc(-c3ccccc3)c(-c3ccccc3)n2)c1,1.5,6,-3.0,1.0,-72,6,2,0.2,1
CCOc1ccc(Cl)cc1S(=O)(=O)N1CCN(c2ccc(F)cc2)CC1,0.1,3,-0.9,0.0,-7,59*,-23,1.9,-3
COc1ccc(-c2csc(N3C(=O)CNC3=S)n2)cc1,1.0,9,-2.8,0.5,-6,-2,-13,0.5,0
Cc1cc(C)c2[nH]c(=O)c(CN(C(=O)C3CCCO3)C3CCCC3)cc2c1 (centres undefined),0.0,0,-0.4,0.9,-16,-18,24&2,0.9,-1
COCCCNCCCCOc1ccccc1-c1ccccc1,-1.1,5,2.4,0.1,-26,-11,-19,1.0,0
Cn1c(CCN2CCCCC2)nc2cc(NC(=O)Nc3ccccc3)ccc21,0.6,3,2.1,0.9,14,-30,-13,-0.3,13
O=C(Nc1cccnc1)c1ccc(Br)s1,0.2,8,0.3,-0.2,5,-3,-5,0.2,8

# Filtered by structure, those above containing a thiophene ring, fused or not
SMILES,PERK inhibitor,BaF3 parental,S1P4 agonist,zfTRPN1 agonist,S1P4 antagonist,m-calpain inh,EP2 modulator,TRPML3 agonist,Ba/F3 V617F tox
Cc1cc(-c2ccn[nH]2)c(C)s1,2.8,11,0.3,0.4,-7,-2,12,0.7,0
COCCN(C(=O)Cc1cccs1)c1nnc(-c2cccnc2)s1,0.1,9,0.9,2.5,-2,-18,-13,-0.1,3
O=C(Nc1cccnc1)c1ccc(Br)s1,0.2,8,0.3,-0.2,5,-3,-5,0.2,8

# (list continues)
SMILES,PERK inhibitor,BaF3 parental,S1P4 agonist,zfTRPN1 agonist,S1P4 antagonist,m-calpain inh,EP2 modulator,TRPML3 agonist,Ba/F3 V617F tox
COc1cc2ncnc(NCc3ccccc3Cl)c2cc1OC,0.1,5,-1.7,0.7,-2,-6,-36,0.9,3
Cc1ccc(OCc2csc(N)n2)cc1,-0.6,3,0.4,0.8,-6,6,-2,0.4,3
COc1cc(C(C(=O)NCc2ccccc2)N(Cc2ccco2)C(=O)c2cnccn2)cc(OC)c1OC (centres undefined),-0.3,9,-1.9,0.7,-7,25,-15,0.4,1
O=c1[nH]oc2cc(Cl)ccc12,-0.1,2,0.6,0.2,-9,-15,4,0.3,-4
CCOc1ccc(S(=O)(=O)N(C)c2ccc(OCC(=O)Nc3nccs3)cc2)cc1,0.7,8,0.5,0.8,-8,14,-80,1.3,5
Cn1c(SCc2ccc(C#N)cc2)nnc1-c1ccccc1,0.7,2,-1.1,-1.5,-36,-7,-6,0.5,-4
O=C(N/N=C/c1c[nH]c2ccccc12)c1ccn(Cc2ccc(Cl)cc2)n1,-0.1,5,-1.6,2.2,12,6,-20,0.3,-2
Cn1c(SCC(=O)N2CCCc3ccccc32)nc2ccccc2c1=O,-1.4,8,0.6,1.2,1,10,-29,0.5,3
CN(C)c1ccc(NC(=O)CN2CCC(O)(c3ccccc3)CC2)cc1,0.8,1,0.5,1.6,-8,-12,13,0.2,-3
Cn1c(=O)c2c(nc(SCC(=O)NCc3ccc4c(c3)OCO4)n2Cc2ccccc2)n(C)c1=O,-0.6,4,1.2,-0.3,-18,-7,7&23,-0.7,-4
CCOC(=O)c1sc(NC(=O)CSc2nc3c(c(=O)n2-c2ccc(C)cc2)SCC3)c(C(=O)OCC)c1C,0.5,-2,2.3,0.5,-2,-61,17,0.1,-3
Cc1cc(C(=O)CSc2nnc(-c3cccnc3)n2-c2ccccc2)c(C)n1CC1CCCO1 (centres undefined),0.1,6,3.8,0.6,-11,-17,10,0.6,5
CCC(CC)N1CCN(CC2CC=CCC2)CC1 (centres undefined),1.1,5,-1.4,0.8,-6,-19,11,1.2,-1
CC(=O)Cn1c(N2CCC(Cc3ccccc3)CC2)nc2c1c(=O)[nH]c(=O)n2C,0.0,-1,-1.9,-0.3,-9,-39,8,0.1,-4
Nc1c(C(=O)NCc2ccco2)nnn1Cc1ccccc1,0.3,1,-1.2,-0.1,-2,-8,4,0.5,-3

# Reprinted at random: two entries already listed, in no set order.
SMILES,PERK inhibitor,BaF3 parental,S1P4 agonist,zfTRPN1 agonist,S1P4 antagonist,m-calpain inh,EP2 modulator,TRPML3 agonist,Ba/F3 V617F tox
Cc1ccc(OCc2csc(N)n2)cc1,-0.6,3,0.4,0.8,-6,6,-2,0.4,3
COc1cc(C(C(=O)NCc2ccccc2)N(Cc2ccco2)C(=O)c2cnccn2)cc(OC)c1OC (centres undefined),-0.3,9,-1.9,0.7,-7,25,-15,0.4,1

# Next compounds.
SMILES,PERK inhibitor,BaF3 parental,S1P4 agonist,zfTRPN1 agonist,S1P4 antagonist,m-calpain inh,EP2 modulator,TRPML3 agonist,Ba/F3 V617F tox
COc1ccc(OC(C)C(=O)N2CCN(c3ccccn3)CC2)cc1 (centres undefined),-0.5,2,-2.0,-1.0,-10,-3,-18,0.7,-2
C/C(=N\NC(=S)NC(C)C)c1ccccc1,-0.1,-2,-0.1,-1.3,-1,12,-17,-1.1,-2
Cc1nc(-c2ccc(S(=O)(=O)N3CCN(C4c5ccccc5-c5ccccc54)CC3)s2)cs1,1.0,1,0.9,-0.1,0,-7,33,1.6,-5
Cc1cc(-c2ccc(Br)cc2)n[nH]1,1.9,5,4.8,-1.7,-12,-9,-3,-0.1,1
CSc1ccccc1NC(=O)C(=O)c1c[nH]c2ccccc12,0.6,6,5.6,0.7,45*,4,-2,1.2,5
CN1CCC/C1=C1/C(=O)N(c2ccccc2)N=C1NC(=O)Nc1cccc(Cl)c1,0.8,5,1.8,0.8,-9,3,-16,0.2,3
COc1ccc(Cc2nnc(SCC(=O)N3CCN(c4ccccc4)CC3)o2)cc1,-0.5,3,3.7,0.5,2,-3,19,1.1,-3
CC(C)OC(=O)Nc1ccc(-c2ccc(NC(=O)OC(C)C)cc2Cl)c(Cl)c1,-0.2,-4,-0.5,1.0,-11,-8,-12,0.6,3
Cc1ccc2c(Cl)cc(Cl)c(OCC(=O)NCCc3ccccn3)c2n1,0.4,7,0.6,-0.3,-8,-16,-8,-0.2,4
O=C(O)Cc1ccc(N=Cc2c(O)ccc3ccccc23)cc1,0.1,3,1.8,1.2,-15,2,-11,0.7,-4
Nc1c(C(=O)Nc2ccc(Cl)c(Cl)c2)sc2nc(-c3cccnc3)ccc12,-0.6,6,-0.1,0.9,-4,27,-8,0.4,3
CCCNC(=O)c1cn(CC)c2cc(N3CCN(C)CC3)c(F)cc2c1=O,-2.7,10,1.2,0.3,-7,-298,10,1.3,4
Cn1ccnc1Sc1cc(NCCCO)c([N+](=O)[O-])c2nonc12,-0.1,-1,-1.1,-1.0,-11,10,-81,0.5,0
CCOC(=O)c1sc(N)nc1C(C)(C)C,0.1,4,0.6,-2.2,-32,12,-10,-0.1,4
O=C(Nc1ccccc1N1CCCC1)c1ccc(Cl)cc1Cl,-0.6,7,-0.9,-2.2,2,11,47,0.1,-1
CC1=C(C(=O)N2CCOCC2)C(c2ccccc2F)C2=C(CC(C)(C)CC2=O)N1 (centres undefined),0.6,4,1.3,1.1,6,i,4,0.2,1
COc1ccc(OC)c(NC(=O)Cn2cnc3c(cnn3-c3ccccc3)c2=O)c1,0.1,4,0.6,1.0,-9,17,-49,0.4,0
COC(=O)c1ccc(OC(=O)CS(=O)c2ccccc2[N+](=O)[O-])cc1 (centres undefined),0.4,3,0.7,-1.0,-10,26,9,0.8,3
N/C(CCN1CCCCC1)=N/O,0.9,0,1.5,0.3,-6,0,13,-0.3,-4
Cc1[nH]c2ccccc2c1C(=O)CN1CCC(C(N)=O)(N2CCCCC2)CC1,-0.4,4,0.8,0.5,-10,-3,0,0.4,0
CCOC(=O)c1ccc(N2C(=O)CC(SCC(=O)Nc3ccc(S(N)(=O)=O)cc3)C2=O)cc1 (centres undefined),0.8,5,-2.2,-0.8,-9,2,10,0.6,-2
Cc1ccc(C(=O)COC(=O)c2c(C)cc(=O)oc2C)cc1[N+](=O)[O-],0.4,5,0.3,3.0,0,19,3,-0.2,5
Cc1sc2ncnc(Oc3ccc(-n4ccnc4)cc3)c2c1C,-0.4,6,-0.2,1.3,-6,2,4,0.3,0
CCN(CC)c1ccc(-c2n[nH]c(=S)n2-c2ccccc2)cc1,-0.7,5,12*,-3.7,-17,-83,26,-1.0,3
Cc1ccc(S(=O)(=O)N2CC3CCCC2C3)cc1 (centres undefined),1.5,-1,-1.6,1.3,5,23,19,33*,-6
C=CCNC(=S)NNC(=O)c1cccn(Cc2ccc(Cl)c(Cl)c2)c1=O,-0.9,8,-1.3,2.4,-12,-6,-44,0.7,4
COC(=O)c1c(C)[nH]c(C(=O)COC(=O)Cc2ccc3c(c2)OCCO3)c1C,-0.5,3,-1.6,0.2,16,-26,-48,0.5,1
COCC(C)n1c(COc2ccccc2F)nnc1SCc1c(C)noc1C (centres undefined),-0.4,6,-0.9,0.4,-2,18,11,0.9,-1
CCOc1c2ccc(C(=O)NCc3ccc(OC(F)(F)F)cc3)cc2nn1C,0.2,6,-2.9,-0.2,-6,i,-28,-0.4,1
CCOC(=O)N1CCN(S(=O)(=O)c2ccc(OC)c(Cl)c2)CC1,-0.5,2,-1.6,0.7,-6,-16,4,0.2,-2
